High-throughput results (PubChem BioAssay)
ALOX12 inh: inhibitors of human 12S-lipoxygenase ALOX12; P18054; purified 12hLO, xylenol orange hydroperoxide absorbance; Potency, µM (top dose mostly 108 µM), for the others: at the top dose activity change, negative = inhibition, most hits filed as inhibitors; 580,000 tested, 1.1% active; AID 1671190; active = well fitted inhibition curve with a large enough effect; inconclusive = small, poorly fitted or top-dose-only effect, or another doubt; inactive = no such curve, though single readings can be large or run the other way
Target sequence (P18054 whole entry, looked up): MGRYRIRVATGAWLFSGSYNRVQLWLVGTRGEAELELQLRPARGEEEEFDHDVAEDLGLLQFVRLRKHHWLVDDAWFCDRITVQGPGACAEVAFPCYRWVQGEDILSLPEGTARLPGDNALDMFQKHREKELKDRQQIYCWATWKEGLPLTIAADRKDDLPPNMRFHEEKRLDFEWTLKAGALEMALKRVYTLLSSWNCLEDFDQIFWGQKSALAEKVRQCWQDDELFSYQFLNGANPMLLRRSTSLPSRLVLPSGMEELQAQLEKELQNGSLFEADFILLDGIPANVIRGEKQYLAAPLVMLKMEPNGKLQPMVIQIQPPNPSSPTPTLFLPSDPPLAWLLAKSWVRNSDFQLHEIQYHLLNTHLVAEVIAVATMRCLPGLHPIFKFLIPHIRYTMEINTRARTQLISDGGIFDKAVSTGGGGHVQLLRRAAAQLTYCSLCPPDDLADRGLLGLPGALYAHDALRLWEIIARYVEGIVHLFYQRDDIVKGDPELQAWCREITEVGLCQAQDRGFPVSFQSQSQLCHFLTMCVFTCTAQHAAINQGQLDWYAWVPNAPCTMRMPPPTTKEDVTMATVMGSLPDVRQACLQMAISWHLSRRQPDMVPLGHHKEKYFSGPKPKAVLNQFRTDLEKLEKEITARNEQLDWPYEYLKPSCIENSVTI
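Purified human 12hLO at 150 nM in 25 mM Hepes, 0.01% Triton X-100, pH 7.0, preincubated 15 min at room temperature with compound. Reaction started with 40 uM arachidonic acid, 30 min at room temperature. Hydroperoxide measured by Fe-xylenol orange, 573/405 nm absorbance ratio.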
An asterisk follows results filed as active; ? = inconclusive; [ ] = dose if it differs, or a comment. % is scaled to controls: 0 for no effect and ±100 for the full control effect; potency is read from the fitted curve at half-maximal effect. An excerpt. The share of hits here may be higher or lower than overall.

SMILES	ALOX12 inh
O=C(c1cc(C2CC2)[nH]n1)N1CCc2n[nH]c(=O)n2CC1	?
O=Cc1[nH]c2ccccc2c1Cl	-8.4%
COc1ccc(C(=O)N2CCCCC23Cc2ccccc2NC3=O)cc1 (stereo not given)	29.6%[176 µM]
CC(=O)NC(CC(=O)N1CCN(CC(=O)Nc2cccc(C)c2C)CC1)c1ccccc1 (stereo not given)	3.6%
Cn1cccc1CN1CCC2(CC1)CC(c1cccnc1)=NO2	56.3%[176 µM]
Cc1[nH]c2ccccc2c1C1c2ccccc2C(=O)N1CCc1ccccc1 (stereo not given)	-5.0%
Cc1ccc(C(=O)NC[C@H]2O[C@@H](CC(=O)N3CCOCC3)[C@H](O)[C@@H]2O)cc1	78.4%[activator][176 µM]
Cc1ccc(CN2CCOc3cc([S+](=O)([O-])N(C)C)ccc3C2)c(F)c1	0.5%[176 µM]
COc1ccccc1NC(=O)N1CCCC1c1nncn1C1CCCC1 (stereo not given)	14.5%
COc1cccc2cc(S(=O)(=O)c3ccc(Cl)cc3)c(=O)oc12	?
CC(=O)C[C@H]1SC[C@@H](C(C)C)N1S(=O)(=O)c1ccc(C)cc1	-4.1%
COc1cccc(CN2C[C@@H](CO)[C@H](c3ccncc3)C2)c1OC	64.4%[activator]
Cc1cccc(C)c1NC(=O)CSc1nnc(COc2ccccc2)n1Cc1ccco1	-5.5%
COc1ccc(OC)c(C2CC(c3ccc(NS(C)(=O)=O)cc3)=NN2C(=O)c2cccs2)c1 (stereo not given)	-9.6%
CC(C)Oc1nc2ccccc2nc1C(C#N)C(=O)NCc1ccccc1 (stereo not given)	-2.2%
COC[C@H]1CCCN1[C@@H]1[C@H](O)[C@H](CO)O[C@@H]1CNC(=O)C1CCCC1	?
Clc1ccccc1C1Cn2nnc(-c3noc(C4(c5ccccc5)CC4)n3)c2CO1 (stereo not given)	25.7%
COc1ccc(C(=O)Oc2ccc3c(=O)c(-c4ccccc4)coc3c2)cc1	-17.7%
COc1cccc(CCC(=O)N2[C@@H]3CC[C@H]2CC(NC(=O)c2ccncc2)C3)c1 (stereo not given in full)	8.1%
CC(C)C(=O)/C(C#N)=C\c1cccc([N+](=O)[O-])c1	-50.0%
COc1cc(COc2cccc(C(C)=O)c2)c(OC)cc1Br	-32.9%
CS(=O)(=O)c1ccc(CN2C[C@@H](F)[C@@H](OCc3nc4ccc(F)cc4[nH]3)C2)cc1	8.2%[176 µM]
COc1ccc(-c2ccnc(N[C@H]3CO[C@H]4[C@@H]3OC[C@@H]4NC(=O)N3CCOCC3)n2)cc1	5.1%
O=C(Nc1ccccc1)Nc1ccc(NC(=O)c2cc[n+]([O-])cc2)cc1	?
COCCOCC1(CNCc2c(C)noc2C)C[C@@H](O)[C@@H](O)C1 (stereo not given in full)	-2.8%[176 µM]
Following part.
SMILES	ALOX12 inh
Cc1ccc(C(=O)N2CCc3nc(-c4cn[nH]c4)[nH]c3C2)cc1N1CCNC1=O	36.7%[activator]
COc1ccc(C(C)NC(=O)c2ccc(-c3ccc(N4CCSCC4)nc3)cc2)cc1 (stereo not given)	?
O=C(Nc1ccc2oc(-c3ccccc3F)cc(=O)c2c1)c1ccccc1Br	1.2%
O=C(C1CCc2nnc(-c3ccc(Cl)cc3Cl)n21)N1CCCC1 (stereo not given)	?
OCc1cccc(-c2ccc3ncc(Nc4cccc(C(F)(F)F)c4)n3n2)c1	-2.8%[176 µM]
CCOc1ccc(OC(C)C(=O)NN)cc1 (stereo not given)	42.2%[activator]
Cc1nc(C2CC(NC(=O)c3cnc(N)nc3C(F)(F)F)C2)cc(=O)[nH]1 (stereo not given)	38.6%[activator]
Cc1ccccc1-c1nnn(Cc2ncc(-c3ccccc3)o2)n1	13.0%
O=C(c1ccccc1)C1CCN(C(=O)/C=C/c2cccc(C(F)(F)F)c2)CC1	6.8%
COc1ncccc1-c1n[nH]c2c1CC(=O)N(c1ccccc1)C2	-5.1%[176 µM]
O=c1n(-c2ccncc2)nc2n1CCN(Cc1ccc(OC(F)(F)F)cc1)C2	65.5%[activator]
CC(C)(C)OC(=O)NCCCC(=O)N1CCC(n2c(=O)[nH]c3ccccc32)CC1	7.0%
O=C(NCc1ccccc1)[C@@H]1Cc2nc[nH]c2CN1Cc1ccc(Cl)cc1	45.7%[activator][176 µM]
Cc1ccc(C)c(C(=O)N2CCC3(CC2)NC(=O)N(c2ccccc2)N3)c1	?
Cc1cc(C)n(-c2nc3c(c(=O)n(Cc4ccc(F)cc4)c(=O)n3C)n2CCC(C)C)n1	?
O=C1CCN(S(=O)(=O)c2ccccc2)CCCNCCN1	99.3%[activator]
Cc1cccc(CNc2cc(-c3ccccc3C)ncn2)c1	?
C(=C\c1ccccn1)/c1cccnc1	-1.8%
CCn1c(-c2ccccc2F)nc2cc(NC(C)=O)cc(C(=O)N3CCC[C@H]3C(=O)OC)c21	-3.5%
N#Cc1ccccc1NC(=O)CSc1nncn1CCc1cccs1	41.5%
COCCN1C(=O)c2cccn2CC1CNC(=O)c1ccc2ncccc2c1 (stereo not given)	8.6%
Cc1ccc(-c2cc3c(=O)n(CCNC(=O)c4ccoc4)ccn3n2)c(C)c1	-2.9%
Cc1c(C#N)c(N)nc2c3c(sc12)NC(=O)CC3c1ccccc1F (stereo not given)	?
CCn1c(CN2CCC(C)CC2)nc2cc(NC(=O)COc3ccc(C)cc3)ccc21	-22.9%
CO[C@@H]1C[C@H]2C(=O)Nc3ccc(-c4ccccc4F)cc3C(=O)N2C1	31.3%[176 µM]

Arranged by molecular weight (high to low): 4 of the compounds above.
SMILES	ALOX12 inh
O=C(Nc1ccc2oc(-c3ccccc3F)cc(=O)c2c1)c1ccccc1Br	1.2%
COc1ccc(C(=O)N2CCCCC23Cc2ccccc2NC3=O)cc1 (stereo not given)	29.6%[176 µM]
O=C1CCN(S(=O)(=O)c2ccccc2)CCCNCCN1	99.3%[activator]
Cn1cccc1CN1CCC2(CC1)CC(c1cccnc1)=NO2	56.3%[176 µM]

(further entries)
SMILES	ALOX12 inh
COC(=O)C[C@H]1CC[C@@H](NC(=O)Nc2ccc3c(c2)OCO3)[C@@H](CO)O1	-22.3%
Cc1c(-c2ccccc2F)[nH]c2ccc(CNC(=O)CN3CC(=O)NC3=O)cc12	32.3%[activator]
CN(C)C(=O)CN(C)c1nc(-c2ccsc2)nc2ccccc12	-10.9%
COc1ccc(Nc2nc(N)c(C(=O)c3ccc(OC)c(OC)c3OC)s2)cc1	?
CN1CCN(CCCN2C(=O)c3ccccc3C2C(=O)NC2CCCCC2)CC1 (stereo not given)	?
O=C(Nc1ccc(F)cc1F)c1ccc2c(Cl)c3c(nc2c1)CCC3	-2.1%
O=C(C=Cc1ccc(OCc2ccccc2)cc1)c1c(F)cccc1F	6.7%
O=C(CCc1cccnc1)NC1(c2ccc(Br)cc2)CC1	?
Cc1cccc(C(=O)N2CCCCCCNC(=O)[C@@H]3C[C@@H](c4nc(C(C)C)no4)C[C@@H]32)c1	25.5%
CN(C)c1ncc2c(n1)C(C)(C(=O)NCCCn1ccnc1)CCC2 (stereo not given)	-48.0%[176 µM]
COCCn1c(C)cc(-c2csc(NCc3ccccc3OC)n2)c1C	61.6%[activator]
Cc1cccc(OCc2nnc(SCC(=O)c3cc(C)n(-c4cc(C)on4)c3C)o2)c1	7.3%
COc1ccc2[nH]c3c(c2c1)CCN(C)C31CCN(C(=O)c2ccoc2)CC1	16.2%
CC(NC(=O)C1CCN(c2ccc(C#N)cn2)CC1)c1ccc(F)cc1 (stereo not given)	?
CNC(=O)c1ccc(-c2nc(CN3CCN(C(=O)Nc4cccc(OC)c4)CC3)c(C)o2)cc1	6.1%
CCCCCCc1ccc(C(=O)Oc2ccc(Cl)cc2)cc1	10.0%
Cc1ccc(-c2ccc3nnc(CNC(=O)c4cccc5[nH]ccc45)n3n2)cc1	-4.4%
COc1cccc(Nc2ncc(-c3c(C)noc3C)c3c2OCC3)c1	22.7%[176 µM]
Cc1ccccc1C(=O)N[C@@H](C)C(=O)O	33.2%[activator]
COc1cc2c(cc1OC)[C@@]1(c3ccccc3)CCCC[C@H]1[C@@H]2NC(=O)C(F)(F)F	26.9%
CCCCCCc1ccc(C(=O)Nc2cccc(C)c2)cc1	-8.1%
CC1CCN(CCC(=O)N(CC#N)CC#N)c2ccccc21 (stereo not given)	?
COc1ccc(NC(=O)Cc2c(C)c3ccc(OC)cc3oc2=O)cc1	-8.4%
CC1=C/C(=N\Nc2nc3ccccc3[nH]2)CC(C)(C)C1	?
COc1nc2ccccc2cc1CN1CCN2C(=O)CN(C)C(=O)C2C1 (stereo not given)	3.7%

Continued, overlapping the part above by three compounds.
SMILES	ALOX12 inh
COc1ccc(NC(=O)Cc2c(C)c3ccc(OC)cc3oc2=O)cc1	-8.4%
CC1=C/C(=N\Nc2nc3ccccc3[nH]2)CC(C)(C)C1	?
COc1nc2ccccc2cc1CN1CCN2C(=O)CN(C)C(=O)C2C1 (stereo not given)	3.7%
O=C(Nc1cccc(Cl)c1)c1ccc(N2CC3CC(C2)[C@H]2CCCC(=O)N2C3)nc1 (stereo not given in full)	6.5%
CN1CC(=O)N(c2ccccc2F)Cc2c1ncnc2N1CCOCC1	32.7%
O=C(O)C[C@@H]1CCN(S(=O)(=O)c2cccs2)C[C@@H]1CC1=NCCc2ccccc21	?
CCOCCn1cnc(-c2ccccc2)c1-c1cccc(C#N)c1	23.5%
CN(C)S(=O)(=O)c1ccc(Cl)c(NC(=O)COC(=O)c2nn(C)c(=O)c3ccccc23)c1	17.0%
O=C(c1ccc2nccn2c1)N1CCN(c2cnccn2)CC1	7.4%
O=C(NC1CCCCC1)N1CCCC(Cn2c(C3CC3)nc3cccnc32)C1 (stereo not given)	57.1%[activator]
CCc1ccc(C(=O)N2[C@@H]3CC[C@H]2CC(NC(=O)c2ccncc2)C3)cc1 (stereo not given in full)	23.7%
Cn1c(=O)c2c(ncn2CC(=O)c2ccc(C(C)(C)C)cc2)n(C)c1=O	-3.9%
CC1=C(C(=O)Nc2cccc(C(F)(F)F)c2)C(c2ccc(OC(F)F)cc2)NC(=O)N1 (stereo not given)	-68.1%
C[C@@H](c1ccccc1)N1C(=O)[C@@H]2CN(C(=O)CC3(CC(=O)O)CCCC3)CCN2C1=O	-1.1%[176 µM]
Cc1ccc(OC2(C(=O)NC(C)c3cn4ncsc4n3)CCNCC2)cc1 (stereo not given)	14.1µM*
O=C(NC1CCCC1)N1CCC(Oc2ccc(-c3noc(C4CC4)n3)cc2)C1 (stereo not given)	19.3%
Cc1cccc(C(=O)N2CCCC(c3noc(COc4ccccc4F)n3)C2)c1 (stereo not given)	?
Cc1ccc(F)cc1S(=O)(=O)NC(C)CN1CCOCC1 (stereo not given)	2.3%
COc1ccc(C(=O)Oc2cccc(C)c2C)cc1	-29.1%
CCc1noc(-c2cccn3c(CNC(=O)c4cccc(N(C)C)c4)nnc23)n1	86.0%[activator]
CN(CC(=O)NC(=O)NCC(F)(F)F)CC(=O)Nc1ccc(F)cc1	22.5%
N#CC1(NC(=O)CSc2ccc3ccccc3n2)CCCC1	13.6%
COc1ccc(COCC(O)CSc2nncs2)cc1OC (stereo not given)	-22.1%
Cc1nc(NC(=O)c2ccccc2)sc1-c1cc(C(=O)NCCO)nn1Cc1ccccc1	0.0%
O=C(Nc1ccc2ccccc2c1)C(c1ccccc1)n1c(=O)c(-c2cc3ccccc3[nH]2)nc2ccccc21 (stereo not given)	?
COc1ccc(-n2nnnc2SCC(=O)Nc2cc(C)nn2-c2ccccc2C)cc1	5.5%
CCCN1[C@@H]2c3cccc(=O)n3C[C@H]1[C@H](CO)[C@H]2C(=O)NC1Cc2ccccc2C1	-11.5%
Cc1ccsc1/C=C1\Oc2cc(OS(C)(=O)=O)ccc2C1=O	?

Continued (5 carried over from the part before).
SMILES	ALOX12 inh
Cc1nc(NC(=O)c2ccccc2)sc1-c1cc(C(=O)NCCO)nn1Cc1ccccc1	0.0%
O=C(Nc1ccc2ccccc2c1)C(c1ccccc1)n1c(=O)c(-c2cc3ccccc3[nH]2)nc2ccccc21 (stereo not given)	?
COc1ccc(-n2nnnc2SCC(=O)Nc2cc(C)nn2-c2ccccc2C)cc1	5.5%
CCCN1[C@@H]2c3cccc(=O)n3C[C@H]1[C@H](CO)[C@H]2C(=O)NC1Cc2ccccc2C1	-11.5%
Cc1ccsc1/C=C1\Oc2cc(OS(C)(=O)=O)ccc2C1=O	?
CN1CC(=O)N(c2ccccc2F)Cc2c1ncnc2N1CCN(c2ccccn2)CC1	-12.6%
COc1ccc(NC(=O)c2cc3n(n2)CC(c2ccc(Cl)cc2)OC3)c(OC)c1 (stereo not given)	35.3%[activator]
O=C(CCc1cc(Cl)no1)N(CCS(=O)(=O)N1CCOCC1)Cc1ccncc1	?
Fc1ccccc1CN1CCCC2(CCN(c3cnccn3)C2)C1 (stereo not given)	-4.7%
O=C(O)C1CCCN(c2cn[nH]c(=O)c2)C1 (stereo not given)	?
Cc1ncn[nH]1	-2.5%
N#Cc1cccc(-c2ccnc(N[C@H]3CO[C@H]4[C@@H]3OC[C@@H]4NC(=O)c3ccc(C(F)(F)F)cc3)n2)c1	6.5%
Cc1ccc(S(=O)(=O)Nc2ccc(-c3ccccc3)cc2)cc1	-0.1%
CNC(=O)c1ccc(OC)c(-c2cc(N)nc3[nH]ccc23)c1	59.5%[activator]
CC(C)N1C(=O)C(CC(=O)NCCCN2CCc3ccccc3C2)=C2CCCCC21 (stereo not given)	6.8%
C[C@@H](NC(=O)C1CCCCC1)c1onc(-c2ccc(F)cc2)c1C(=O)O	16.3%[176 µM]
CC(=O)Nc1cccc(-c2nccc3c(=O)cc(-c4ccncc4)oc23)c1	?
CC[C@H]1CN(S(=O)(=O)c2ccc(OC)cc2)CC[C@H]1CC(=O)NCCOC	10.4%[176 µM]
Cc1ccc(S(=O)Cc2nc(-c3ccc(C(=O)NCCN4CCCCC4)cc3)oc2C)cc1 (stereo not given)	?
Cc1nc(-c2c3n(c(=O)n(CC(=O)NCc4ccccc4Cl)c2=O)CCCCC3)no1	34.4%[activator]
